# Compound activity (PubChem)
# ERp5 inh: inhibitors of human ERp5. AID 651711. actives 0.05% (n = 350,000). inhibition, % at 9.99 µM. ERp5 insulin aggregation, absorbance 650 nm, 90 min. Q15084;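 active = mean replicate inhibition above about 25%, with every replicate also reaching it, limit read from the data, passing the limit was not always enough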
# Target sequence (Q15084 whole entry, looked up): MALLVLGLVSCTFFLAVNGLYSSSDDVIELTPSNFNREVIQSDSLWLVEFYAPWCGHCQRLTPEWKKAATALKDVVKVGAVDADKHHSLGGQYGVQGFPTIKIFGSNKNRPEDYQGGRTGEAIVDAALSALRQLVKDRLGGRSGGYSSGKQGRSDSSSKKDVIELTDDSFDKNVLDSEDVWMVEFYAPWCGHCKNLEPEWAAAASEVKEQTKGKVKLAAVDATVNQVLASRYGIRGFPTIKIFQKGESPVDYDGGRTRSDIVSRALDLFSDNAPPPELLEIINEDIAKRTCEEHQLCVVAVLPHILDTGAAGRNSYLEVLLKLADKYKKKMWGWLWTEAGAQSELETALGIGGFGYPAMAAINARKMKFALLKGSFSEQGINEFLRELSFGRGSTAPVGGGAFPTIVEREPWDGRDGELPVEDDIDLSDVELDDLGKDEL
# esBAF inh: blocks esBAF chromatin remodeling in mouse ES cells; Bmi1-luciferase knock-in reporter, 24 h; 100% = twice the neutral-well signal; reporter increase, % at 12.5 µM; actives 2% (n = 350,000); in the data active = activation above about 40%;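 also: 0% = median of the plate's neutral control wells and 100% = double that signal; a rise in the Bmi1 reporter signal indicates esBAF inhibition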
# S100A4 MyoIIA: blocks human S100A4 binding to myosin IIA peptide; actives 0.14% (n = 360,000); inhibition, % at 10.7 µM; S100A4/TAMRA-MyoIIA peptide fluorescence polarization; AID 652163; P26447;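 active = mean inhibition of at least 70% across replicates, with every replicate also reaching that level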
#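 assay system = human S100A4 monomer with TAMRA-labelled myosin IIA peptide | also added = labelled myosin peptide probe, 5 nM | incubation = 5 min between mix addition and reading | control set = DMSO and TFP controls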
# Xi reactivation: X-chromosome reactivation activator; XiGFP mouse fibroblasts, % GFP-positive cells imaging, 3 d; cells co-treated with 5-aza-dC sensitizer; scaled so ellipticine positive control = 100%; activation, % at 7.58 µM; actives 0.055% (n = 360,000);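 active = mean normalized replicate activation at least 10% and every replicate at or above 10%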;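 also: 0% = median of on-plate neutral control wells and 100% = ellipticine 6 µM median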
#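 Material: SV40-immortalized XiGFP fibroblast cells, line 68-5-11 | Buffer or medium: DMEM containing 5-aza-dC | Dosing: One concentration, pinned | Times: 3 d treatment, 15 min room-temperature fixation | Controls: Ellipticine 6 µM positive control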
# E-selectin induc: E-selectin induction on HUVECs | HUVEC E-selectin immunofluorescence imaging; normalized: neutral wells 0, TNF-alpha wells 100 | activation, % at 7.58 µM | actives 0.37% (n = 260,000);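 active = mean E-selectin-positive cell signal at least 10% of the positive control, reached in at least 60% of replicates, without over 20% cell loss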;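 also: in these data hits start at about 27%; measured in HUVEC primary endothelial cells; signal is the percent of cells scored E-selectin positive by PE staining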
# Target sequence (P16581 whole entry, looked up): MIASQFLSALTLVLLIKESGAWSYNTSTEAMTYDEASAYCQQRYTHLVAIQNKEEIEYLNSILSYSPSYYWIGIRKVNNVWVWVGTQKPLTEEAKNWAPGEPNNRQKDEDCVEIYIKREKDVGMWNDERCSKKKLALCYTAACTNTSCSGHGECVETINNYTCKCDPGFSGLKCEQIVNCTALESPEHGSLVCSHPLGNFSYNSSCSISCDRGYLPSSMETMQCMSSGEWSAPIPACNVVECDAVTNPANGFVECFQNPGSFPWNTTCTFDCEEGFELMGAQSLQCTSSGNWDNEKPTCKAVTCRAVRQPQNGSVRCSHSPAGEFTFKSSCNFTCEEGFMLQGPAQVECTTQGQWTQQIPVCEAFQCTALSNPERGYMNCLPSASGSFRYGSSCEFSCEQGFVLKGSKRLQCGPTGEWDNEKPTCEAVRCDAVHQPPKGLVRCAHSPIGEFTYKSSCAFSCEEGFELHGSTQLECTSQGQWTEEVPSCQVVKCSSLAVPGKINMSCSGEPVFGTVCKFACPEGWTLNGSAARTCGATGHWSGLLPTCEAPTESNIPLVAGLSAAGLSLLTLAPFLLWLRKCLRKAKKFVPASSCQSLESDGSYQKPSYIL
#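 Material: HUVEC primary endothelial cells; Amount: 3,000 cells per well; Dosing: single concentration; Medium: EGM-2 growth medium on 0.1% gelatin-coated wells; Read-out basis: percent E-selectin-positive cells; Signal: immunofluorescence imaging; Control set: TNF-alpha, DMSO.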
# ERAP1 HTS inh: blocks human ERAP1 aminopeptidase activity; inhibition, % at 10.7 µM; AID 652197; recombinant ERAP1, Leu-AMC fluorescence, 60 min; actives 0.15% (n = 340,000); Q9NZ08;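 active = mean replicate inhibition of at least 30%, or all replicates individually reaching that 30% level; inactive = mean below 30% and not every replicate reaching it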;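 also: 0% = neutral control wells and 100% = L-leucinethiol positive control wells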
# RAD52 inh: blocks human RAD52 DNA annealing; inhibition, % at 18.7 µM; AID 651710; actives 0.46% (n = 360,000); P43351; recombinant RAD52 DNA annealing, FRET fluorescence;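 active = every replicate showing at least 50% inhibition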
# RAD54 inh: blocks human RAD54 Holliday junction branch migration; FAM/BHQ fluorescence; inhibition, % at 10.4 µM; actives 0.14% (n = 360,000);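 active = mean normalized replicate activity at least 40 and at least half of replicates scoring 40 or more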;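 also: 0% = median of neutral control wells and 100% = median of positive control wells; inhibitors cause a drop in the FAM fluorescence signal; in these data hits start at about 50%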
# * marks the source's active call; other numbers are inactive results; i = inactive; · = no result given.
SMILES,ERp5 inh,esBAF inh,S100A4 MyoIIA,Xi reactivation,E-selectin induc,ERAP1 HTS inh,RAD52 inh,RAD54 inh
COc1ccc(CNC(=S)NCc2ccc(F)cc2)cc1OC,9.4,4.5,-3.7,0.6,-0.4,2.4,-17.5,1.7
C[C@@H]1CN([C@H](C)CO)C(=O)c2cc(NC(=O)Cc3ccccc3)ccc2O[C@@H]1CN(C)S(=O)(=O)c1ccc(F)cc1,2.1,4.3,6.0,0.0,-0.1,-1.7,-42.9,2.3
C[C@H](NC(=O)C[C@H]1CC[C@H]2[C@@H](COC[C@@H](O)CN2C(=O)Nc2cc(Cl)cc(Cl)c2)O1)c1ccccc1,-6.8,6.1,2.7,0.3,0.3,-2.0,11.1,2.2
CCOC(=O)[C@H]1[C@H]2COc3ccc(Br)cc3[C@@H]2N2C(=O)CN(C)C(=O)[C@@]12C,2.5,2.8,1.0,0.1,-0.2,-2.7,2.1,-3.0
Cc1ccccc1OCCOC(=O)c1cc(S(=O)(=O)N2CCOCC2)ccc1C,-9.8,6.1,4.0,0.2,·,-2.9,-7.7,-1.4
O=c1[nH]c2ccccc2nc1/C=C/c1ccc(F)cc1,4.0,55.7*,35.6,0.2,·,4.5,i,1.7
CCOCCCNC(=O)c1cn(CC)c2ccc(S(=O)(=O)N(C)C3CCCCC3)cc2c1=O,4.5,5.4,-3.4,0.2,0.0,3.5,-2.0,4.8
Cc1ccc(C)c(OCc2ccc(C(=O)NN)o2)c1,1.9,·,-1.7,0.0,0.3,-1.2,3.3,·
COc1ccccc1NC(=O)N[C@@H]1CC[C@@H](CCn2cc(-c3ccccc3)nn2)O[C@H]1CO,-2.4,23.6,7.3,-0.6,-0.1,-0.1,9.1,-15.8
Cc1ccccc1OCC(=O)Nc1ccc([N+](=O)[O-])cc1,-4.9,-1.5,0.7,0.0,0.0,-2.6,-33.2,7.2
COc1cc(SC)ccc1C(=O)Nc1ccncc1,0.2,·,10.6,0.0,·,2.6,-1.7,·
Cc1ccc(S(=O)(=O)NNC(=O)Cc2cccn2C)cc1,-6.1,-5.2,-7.5,0.0,·,0.2,-14.4,2.1
O=C(CCN1C(=O)c2ccc([N+](=O)[O-])cc2C1=O)Nc1nccs1,-9.5,·,5.9,0.0,·,-0.9,-4.5,·
COc1ccc(/C=N/NC(=O)Cn2cnc3c2c(=O)n(C)c(=O)n3C)c(OC)c1OC,0.1,·,0.5,0.0,0.0,1.6,-13.6,11.6
Cc1ccc(S(=O)(=O)Nc2cccc3c2O[C@H](CN(C)Cc2ccc(C(F)(F)F)cc2)[C@H](C)CN([C@H](C)CO)C3=O)cc1,-7.4,-0.1,2.1,-0.8,-0.3,-0.5,-9.0,-13.8
C[C@H](CO)N1C[C@H](C)[C@H](CN(C)Cc2ccc(C(=O)O)cc2)OCCCC[C@H](C)Oc2ccc(NC(=O)NC3CCCCC3)cc2C1=O,-1.1,-0.8,2.5,0.0,0.3,4.3,21.2,4.7
CC(C)(C)[S@](=O)N1Cc2cc(C(=O)N3CCCCC3)nc(-c3cccc(-c4cccc(C#N)c4)c3)c2[C@@H]1CCO,0.8,4.8,-21.6,0.0,0.0,1.1,-18.9,3.6
COc1ccc2c3c([nH]c2c1)[C@@H](CO)N(C)CC31CCN(C(=O)Nc2c(C)noc2C)CC1,·,·,2.1,-0.1,-0.5,·,-27.0,·
NC(=O)c1cc2c(s1)-c1cc(Cl)ccc1SC2,3.3,5.1,0.5,0.0,0.3,-1.2,3.4,·
COc1cc(NC(=O)c2ccccc2)ccc1NC(=O)c1cc2ccccc2o1,4.6,0.5,-8.8,0.0,0.0,0.2,-0.7,2.1
Cc1ccc(NC(=O)CCCSc2ccccc2)cc1S(=O)(=O)N1CCOCC1,-3.9,-2.7,3.9,0.0,1.9,-3.1,-20.0,-14.1
CCCCn1c(SCC(=O)N2CCc3ccccc32)nnc1-c1ccncc1,5.8,·,-3.3,-0.1,·,-2.5,-5.9,·
CC(C)Cc1nnc(NC(=O)Cc2ccccc2[N+](=O)[O-])s1,0.1,17.2,1.8,0.0,·,3.1,-13.4,1.3
CO[C@H]1CN(C)C(=O)c2cc(NC(=O)C3CCOCC3)ccc2OC[C@@H](C)NC[C@@H]1C,2.2,0.7,-44.2,-0.1,-0.3,1.8,3.8,-3.0
COc1ccc2nc(N3C(=O)C(O)=C(C(=O)c4ccco4)C3c3ccc(C)o3)sc2c1 (configuration not stated),11.2,3.0,4.7,-0.5,3.5,7.3,-27.8,·
CC=Cc1ccc2n(c1=O)C[C@@H]1[C@@H](CO)[C@H](C(=O)NC3Cc4ccccc4C3)N(CC3CCCC3)[C@H]21 (mixture of isomers),-9.4,·,-8.3,-0.1,-0.3,3.1,-12.8,·
Cc1ccc(C2=NS(=O)(=O)N(C)C(C(=O)N3CCCCC3)=C2)cc1,8.4,3.7,-5.8,0.1,·,0.4,-3.9,-0.9
Cc1cc(OCC(=O)N(C(C)C)C(C)C)ccc1Cl,7.6,-5.4,0.1,0.0,·,-6.5,-11.2,5.1
Cc1ccc(S(=O)(=O)N[C@@H]2CC[C@@H](CCNC(=O)c3ccccc3F)O[C@@H]2CO)cc1,-3.1,-1.7,-3.1,-0.7,-1.8,-1.3,5.4,2.3
C[C@@H]1CN([C@H](C)CO)C(=O)c2cc(NC(=O)Cc3cn(C)c4ccccc34)ccc2O[C@@H]1CN(C)Cc1ccc2c(c1)OCO2,5.0,2.8,5.5,-0.9,-5.7,0.0,2.7,0.9
CC(C)Oc1ccc(S(=O)(=O)N2CCCCC2)cc1NC(=O)CN1C(=O)NC(C)(C2CC2)C1=O (configuration not stated),1.9,-3.1,-4.0,0.0,·,0.3,-11.6,-0.7
COc1ccc(C(=O)N2CCN(CCCc3ccccc3)CC2)cc1OC,-7.6,-1.5,-8.4,0.0,-0.3,-1.1,-13.0,-7.8
CO[C@@H]1CN(C)C(=O)c2ccc(NS(C)(=O)=O)cc2OC[C@H](C)N(C(=O)C2CC2)C[C@H]1C,6.9,1.6,1.1,-0.1,0.0,-2.4,-6.5,-10.7
O=C(C[C@@H]1C[C@H]2c3cc(NC(=O)c4ccc5c(c4)OCO5)ccc3O[C@H]2[C@@H](CO)O1)NCc1ccc(Cl)cc1,1.6,23.4,-6.1,-0.1,0.3,-4.2,-6.6,-3.0
O=C(OCC1OC(n2ccc(=O)[nH]c2=O)C2OC12)c1ccccc1 (configuration not stated),-4.9,7.4,-2.0,0.3,1.4,1.4,-6.3,-5.5
CN1CCN(c2ccccc2NC(=O)c2cc3c(s2)-c2ccccc2OC3)CC1,1.1,-2.2,-4.0,-0.1,-0.2,0.8,3.7,7.6

# Full records, looked up by structure. Order of screens: ERp5 inh | esBAF inh | S100A4 MyoIIA | Xi reactivation | E-selectin induc | ERAP1 HTS inh | RAD52 inh | RAD54 inh
# Entry for `CC(C)Oc1ccc(S(=O)(=O)N2CCCCC2)cc1NC(=O)CN1C(=O)NC(C)(C2CC2)C1=O` (configuration not stated) → 1.9 | -3.1 | -4.0 | 0.0 | · | 0.3 | -11.6 | -0.7
# Entry for `Cc1ccc(S(=O)(=O)N[C@@H]2CC[C@@H](CCNC(=O)c3ccccc3F)O[C@@H]2CO)cc1` → -3.1 | -1.7 | -3.1 | -0.7 | -1.8 | -1.3 | 5.4 | 2.3

# (list continues)
SMILES,ERp5 inh,esBAF inh,S100A4 MyoIIA,Xi reactivation,E-selectin induc,ERAP1 HTS inh,RAD52 inh,RAD54 inh
O=C(CCC(=O)Nc1ccc(F)cc1)N/N=C/c1ccccc1O,-0.4,·,0.6,0.0,·,7.7,-4.6,·
Cc1c(NC(=O)C(C)OC(=O)c2cccc([N+](=O)[O-])c2)c(=O)n(-c2ccccc2)n1C (configuration not stated),-8.7,·,-0.6,0.0,·,0.8,-23.7,·
O=C(CCN1CCCCC1)NCC[C@@H]1CC[C@@H](NC(=O)Nc2ccc(Cl)cc2)[C@H](CO)O1,-3.4,-0.4,-0.7,-0.1,0.2,-1.2,12.8,-4.9
C[C@H]1CN([C@@H](C)CO)C(=O)c2cc(C#Cc3cccnc3)cnc2O[C@H]1CN(C)C,-4.8,5.7,1.4,0.1,-0.1,0.9,-0.8,9.5
CN1CCCCN2[C@H](C1)[C@H](c1ccc(Br)cc1)[C@@H]2CO,3.9,-2.4,12.1,0.2,0.2,0.0,-4.7,3.4
C[C@H](NC(=O)C[C@@H]1C[C@H]2c3cc(NC(=O)Nc4ccc(C(F)(F)F)cc4)ccc3O[C@H]2[C@@H](CO)O1)c1ccccc1,2.8,-1.5,-6.5,0.1,0.6,-0.4,12.6,1.5
CC(C(=O)NC1CCCC1)N1CCN(Cc2ccccc2)CC1 (configuration not stated),-0.9,·,-5.6,-0.8,-0.3,-1.5,7.1,·
Cc1cc(C(=O)OCC(=O)N2C(C)CCCC2C)c2ccccc2n1 (configuration not stated),-0.7,-6.0,0.7,0.0,-0.1,2.0,-6.7,-4.8
COc1ccc(CCNC(=S)N2CCN(S(=O)(=O)c3ccccc3)CC2)cc1,4.5,6.7,-1.2,-0.1,·,0.9,-8.7,·
C[C@@H]1CN([C@H](C)CO)C(=O)c2cc(-c3ccc(F)cc3)cnc2O[C@H]1CN(C)C(=O)c1cccnc1,-2.0,-4.8,-8.5,-0.2,-0.3,-3.4,9.5,1.0
CCN(Cc1ccccc1)S(=O)(=O)c1ccc(C(=O)N2CCN(c3nc4ccccc4s3)CC2)cc1,·,5.5,·,0.2,-0.1,·,·,4.7
CCC(=O)c1ccc(OCC(=O)OCC(=O)N2CCN(c3ccc(OC)cc3)CC2)cc1,-1.7,·,-5.0,0.0,-1.3,-1.0,-9.5,·

# Among those listed so far, two contain bromine:
SMILES,ERp5 inh,esBAF inh,S100A4 MyoIIA,Xi reactivation,E-selectin induc,ERAP1 HTS inh,RAD52 inh,RAD54 inh
CCOC(=O)[C@H]1[C@H]2COc3ccc(Br)cc3[C@@H]2N2C(=O)CN(C)C(=O)[C@@]12C,2.5,2.8,1.0,0.1,-0.2,-2.7,2.1,-3.0
CN1CCCCN2[C@H](C1)[C@H](c1ccc(Br)cc1)[C@@H]2CO,3.9,-2.4,12.1,0.2,0.2,0.0,-4.7,3.4

# Remaining list, next part
SMILES,ERp5 inh,esBAF inh,S100A4 MyoIIA,Xi reactivation,E-selectin induc,ERAP1 HTS inh,RAD52 inh,RAD54 inh
COc1ccc(NC(=O)CCOc2ccccc2C)cc1S(=O)(=O)N1CCCCC1,-2.4,·,-2.9,0.3,·,1.8,-24.8,2.0
COc1ccc(S(=O)(=O)N2CCN3CCCC3C2)cc1 (configuration not stated),3.8,8.8,0.3,0.0,·,0.1,-11.4,7.4
C[C@@H]1CN([C@@H](C)CO)C(=O)c2cccc(NS(C)(=O)=O)c2O[C@H]1CN(C)Cc1ccc(-c2ccccc2)cc1,0.2,-3.3,-0.2,0.0,-0.2,1.5,-5.2,13.3
CN1CCCCN2[C@H](CO)[C@@H](c3ccc(-c4ccccc4)cc3)[C@@H]2C1,-5.1,-1.0,-5.2,0.0,0.1,0.4,19.3,-12.9
Nc1ccc2c(c1)Cc1cc(Cl)c(Cl)cc1-2,1.9,·,3.8,-0.1,2.3,-2.5,-31.0,-10.8
COc1ccccc1C(=O)NCCC(=O)N1CCN(S(=O)(=O)c2ccc(Cl)cc2)CC1,-5.9,-3.4,-3.5,0.0,-1.8,-0.6,-11.4,7.2
CC(C)NC(=O)Nc1ccc2c(c1)C(=O)N([C@H](C)CO)C[C@@H](C)[C@H](CN(C)Cc1ccc(C(=O)O)cc1)O2,2.0,-3.8,-6.6,0.1,4.6,-9.9,-6.9,-14.6
C[C@H](CO)N1C[C@H](C)[C@H](CN(C)S(=O)(=O)c2ccc(F)cc2)Oc2c(NS(=O)(=O)c3cn(C)cn3)cccc2C1=O,-3.8,-2.4,12.2,-1.2,-0.1,2.1,0.4,-11.3
